ER stress rescue: rescue of cells from ER stress-induced death, primary screen, 384-well, CSM14.1, thapsigargin, ATP luminescence (AID 1222) | 190,000 tested, under 10 active | CSM14.1 thapsigargin-induced death rescue, ATP luminescence; higher % means a stronger effect | cellular ATP content (survival), % at 20 µM; hits with a dose series show EC50 in µM;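 active means EC50 below 50 µM in the dose-response confirmation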;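 further: death triggered by thapsigargin at about 15 µM added after 2 h compound pretreatment; cell ATP read after overnight thapsigargin exposure of roughly 18 to 22 hours; normalized against plate controls of thapsigargin alone and 5% DMSO vehicle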
M17LAP inhibition: P. falciparum M17LAP inhibitors, primary screen, biochemical, fluorogenic H-Leu-NHMec substrate, 1536-well (AID 1619). Leucine aminopeptidase (Plasmodium falciparum (isolate 3D7)). recombinant M17LAP, H-Leu-NHMec fluorogenic kinetic assay; higher % means a stronger effect. inhibition, % at 30 µM, or IC50 in µM where a hit was titrated. 220,000 tested, 0.38% active;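 active means compound inhibiting the enzyme by more than half at any dose during confirmatory dose-response retesting; inconclusive means strong single-dose inhibitors picked by rank but not retested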;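 further: plate controls were full reaction with DMSO carrier for no effect and no enzyme background for full effect; strong numbers were not always called active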
human PMI inhibitors: human PMI inhibitors, high substrate, primary screen, biochemical, fluorescence intensity, high mannose 6-phosphate (AID 1220) | 190,000 tested, 0.66% active | recombinant PMI enzyme, coupled fluorescence intensity; higher % means a stronger effect | inhibition, % at 20 µM, or IC50 in µM where a hit was titrated | Mannose-6-phosphate isomerase (Homo sapiens)
P. falciparum M1AAP: P. falciparum M1AAP inhibitors, biochemical, fluorogenic H-Leu-NHMec substrate, 1536-well (AID 1445); Aminopeptidase N (Plasmodium falciparum (isolate 3D7)); recombinant M1AAP, H-Leu-NHMec fluorogenic kinetic assay; higher % means a stronger effect; inhibition, % at 30 µM, or IC50 in µM where a hit was titrated; 220,000 tested, 0.42% active;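 active means primary inhibition above the hit cutoff, then over 50% inhibition at one or more dose response concentrations, cut at about 23% in these data, passing the limit was not always enough; inconclusive means conflicting primary data, or primary hits not chosen for dose response; inactive means low primary inhibition, or under 50% at every dose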;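 further: plate controls were DMSO full reaction for no effect and no enzyme background for full effect; strong numbers were not always called active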
Myeloid diff 2: induction of myeloid progenitor differentiation, primary screen, cell-based, flow cytometry, MLPCN library | calls only at 10 µM | 360,000 tested, 1% active | ER-HoxA9 myeloid progenitors, lysozyme-GFP differentiation;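 active means normalized GFP-positive differentiation at or above the plate's own cutoff, the solvent-only control mean plus 3 SD; inconclusive means no clear call, values can overlap the other calls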;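 further: cells exposed to compound for four days before flow analysis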
XIAP antagonists: XIAP antagonists, biochemical, IAP family, fluorescence polarization (AID 1018). XIAP BIR domain, fluorescence polarization peptide displacement; higher % means a stronger effect. displacement, % at 20 µM; hits with a dose series show IC50 in µM. 200,000 tested, 0.007% active. E3 ubiquitin-protein ligase XIAP (Homo sapiens); in the data active means displacement above about 50%; further: a part of the inactive calls stands beside numbers as strong as those of hits
LYP inhibition: inhibitors of LYP phosphatase, biochemical, fluorescence intensity, uHTS (AID 1779). Tyrosine-protein phosphatase non-receptor type 22 (Homo sapiens). recombinant LYP phosphatase, fluorescence intensity; higher % means a stronger effect. inhibition, % at 11.5 µM, or IC50 in µM where a hit was titrated. 290,000 tested, 0.054% active;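 further: plate controls were vehicle with enzyme for no effect and no enzyme for full effect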
TNAP activation fold: human TNAP enzyme activators, primary screen, biochemical, luminescent, no phosphate acceptor, uHTS (AID 1001) | Alkaline phosphatase, tissue-nonspecific isozyme (Homo sapiens) | activation fold at 20 µM, or EC50 in µM where a hit was titrated | 200,000 tested, 0.03% active | purified TNAP, luminescent activation assay, no phosphate acceptor; higher activation fold means a stronger effect; in the data active means activation fold from about 3, or a potency from the dose series; inactive means the rest, 99 in 100 with activation fold below about 1.6; further: many of its hits are not listed in these tables
human PMI inhibition: inhibitors of human PMI, primary screen, biochemical, fluorescence intensity, coupled assay (AID 1209); purified PMI enzyme, coupled fluorescence intensity; higher % means a stronger effect; 190,000 tested, 0.42% active; inhibition, % at 20 µM; hits with a dose series show IC50 in µM;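 further: plate controls were DMSO vehicle for no effect and wells lacking substrate for full effect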
Myeloid diff 2 GFP+ MAC1+ %: recorded beside Myeloid diff 2, whose call it bears; GFP+ MAC1+ double positive, %; measured here: differentiation confirmed by MAC1 staining
The depositor's hits bear a star; i = inactive; ? = inconclusive; . = not tested or not shown. Unless noted, no stated cut-off is given here; in the data, active means inhibition above about 50%; inactive means the rest.

SMILES | ER stress rescue | M17LAP inhibition | human PMI inhibitors | P. falciparum M1AAP | Myeloid diff 2 | Myeloid diff 2 GFP+ MAC1+ % | XIAP antagonists | LYP inhibition | TNAP activation fold | human PMI inhibition
O=C(CNCc1ccccn1)Nc1cc(C(F)(F)F)ccc1N1CCOCC1 | . | 3% | . | -6% | i | 0.7 | . | -7% | . | .
O=C(N/N=C/c1[nH]c2ccccc2c1Cl)c1cccc(Br)c1 | . | -5% | . | 3% | i | 0.0 | . | -7% | . | .
O=[N+]([O-])c1ccc(C2=NCCO2)cc1 | . | -5% | . | -7% | i | 0.3 | . | -1% | . | .
CC1=C(C(=O)N(C)CCC#N)C2(CCCCC2)OC1=O | -1.1% | -1% | -8% | 1% | i | 0.9 | -0.5% | -2% | 1.1 | -9%
O=C(N/N=C/c1cccc([N+](=O)[O-])c1)C1CC(=O)N(c2ccc(F)cc2)C1 (stereo not drawn) | 1.2% | -1% | -5% | 1% | i | 2.0 | -5.1% | -6% | 1 | 2%
COc1ccc(/C=C(/NC(=O)c2ccccc2)C(=O)N/N=C/c2sccc2C)cc1 | -0.3% | -4% | 7% | 13% | i | 0.3 | -0.3% | 9% | 1 | 10%
Cn1c(SCC(=O)c2ccc(F)cc2)nnc1-c1ccccc1N | -2.6% | 11% | -2% | 0% | i | 0.3 | -2.0% | -8% | 1.1 | -2%
N/C(=N\OC(=O)c1ccc(Br)o1)c1ccccn1 | -2.4% | -5% | -5% | 3% | i | 0.2 | -5.1% | -5% | 1 | -5%
Cc1cc2c(NC(=O)Nc3ccc(F)cc3)cccc2nn1 | . | 7% | . | -1% | i | 0.5 | . | -13% | . | .
C/C(=N\NC(=O)c1ccc(OC2OCCOC2Oc2ccc(C(=O)N/N=C(\C)c3ccncc3)cc2)cc1)c1ccncc1 (stereo not drawn) | . | 1% | . | 8% | i | 0.3 | . | 11% | . | .
Cc1cccc(C(=O)Nc2ccccc2N2CCN(c3ccc(F)cc3)CC2)c1 | -0.1% | 3% | 2% | 5% | i | 0.2 | -3.0% | -4% | 1.1 | -6%
COc1ccc(N2CC(O)=C(c3nc(-c4ccc(Cl)cc4)cs3)C2=N)cc1 | -0.1% | -6% | 5% | -6% | i | 0.9 | -7.7% | -3% | 1.1 | 10%
CCOP(=O)(OCC)c1nc(-c2cccc3ccccc23)oc1NCc1ccccc1 | 0.0% | -22% | 16% | 23% | i | 1.6 | -7.8% | -10% | 1.2 | 21%
O=C(CCN=C1NS(=O)(=O)c2ccccc21)N1CCc2ccccc2C1 | 1.5% | 14% | 11% | 3% | i | 0.2 | -7.6% | -3% | 1.1 | 10%
Cc1ccc(S(=O)(=O)Nc2ccc3c(c2)OCCO3)cc1 | 0.5% | -5% | -2% | -1% | i | 0.5 | -8.4% | -8% | 1.1 | 0%
CCNC(=S)NNC(=O)c1cc(-c2cccc(OC)c2)nc2ccccc12 | -13% | 0% | -19% | -2% | i | 0.9 | -6.8% | -3% | 1.4 | -14%
CC1(C)CC(NC(=S)NCc2ccco2)CC(C)(C)N1 | -2.6% | -1% | -4% | 5% | i | 0.6 | 1.4% | -2% | 1.1 | 1%
O=C(O)CSc1ncnc2scc(-c3ccc(Br)cc3)c12 | . | 7% | . | 6% | i | 0.4 | . | -7% | . | .
CNCCCCOc1ccccc1-c1ccccc1 | -3.5% | 3% | 7% | -3% | i | 0.7 | -4.4% | -12% | 1 | 2%
CS(=O)(=O)Nc1cccc(C2=NN(C(=O)c3ccccc3Cl)C(c3ccccc3O)C2)c1 (stereo not drawn) | 1.9% | -8% | 14% | 3% | i | 0.9 | -2.4% | 0% | 1.1 | 4%
O=C(Nc1ccc(Cl)cc1)c1cccnc1N1CCCCC1 | -0.9% | 4% | 2% | -2% | i | 0.7 | 0.1% | -9% | 1.1 | 2%
CCCCCCC(=O)N/N=C(\C)Cc1ccccc1 | -0.1% | -4% | -12% | 0% | i | 0.5 | -6.5% | -8% | 1.1 | -3%
Oc1ccc(Nc2nc(-c3ccc(O)cc3)cs2)cc1 | . | 2% | 16% | 6% | i | 17 | -3.2% | -3% | 1 | 23%
CCS(=O)(=O)c1ccc2c(c1)N(S(=O)(=O)c1ccccc1)CC(C(=O)O)O2 (stereo not drawn) | 2.8% | 1% | -4% | 7% | i | 1.0 | -3.2% | -3% | 1 | -5%
Oc1ccccc1CNc1cnc2ccccc2c1 | -0.9% | -41% | 4% | 9% | i | 6.9 | 0.8% | -1% | 1 | -1%
SMILES | ER stress rescue | M17LAP inhibition | human PMI inhibitors | P. falciparum M1AAP | Myeloid diff 2 | Myeloid diff 2 GFP+ MAC1+ % | XIAP antagonists | LYP inhibition | TNAP activation fold | human PMI inhibition
COc1cc(C2=NOC(C(=O)NCc3cccs3)C2)cc(OC)c1OC (stereo not drawn) | -1.0% | 6% | 5% | -1% | ? | . | -5.3% | -10% | 1.3 | 11%
C/C(=N\NC(=O)Cn1nc(C)cc1C)c1ccc([N+](=O)[O-])cc1 | . | -15% | . | 2% | i | 0.8 | . | -3% | . | .
COc1cc(-c2cc(-c3ccc(O)cc3)nc(N)c2C#N)ccc1O | 0.3% | -2% | . | 13% | i | 0.3 | 2.7% | 0% | 1.1 | .
COc1cc(/C=C/C(=O)N2CCOCC2)ccc1OCc1ccccc1 | -3.1% | 20% | -3% | 5% | i | 0.5 | -3.8% | -3% | 1.1 | 5%
CC(=O)Oc1ccc(C(=O)Nc2ccc3c(c2)C(=O)N(CCC(=O)O)C3=O)cc1 | -0.7% | -47% | -5% | 12% | i | 2.8 | -0.6% | -2% | 1.2 | -8%
COc1cc(-c2nc3cnccn3c2Nc2ccccc2)ccc1O | . | -8% | 14% | 7% | i | 2.3 | -3.0% | 2% | 1.1 | 9%
COc1cc(/C=N/NS(=O)(=O)c2ccccc2)ccc1OS(=O)(=O)c1ccc(C)cc1 | -2.2% | 7% | -4% | 8% | i | 0.2 | -2.9% | 2% | 1.1 | 4%
CN1CCN(c2cc(N3CCc4ccccc4C3)c(F)cc2[N+](=O)[O-])CC1 | -0.1% | -6% | 0% | 6% | i | 0.3 | -9.4% | 0% | 1 | 8%
Cc1ccc(-c2cc(C(F)(F)F)c(C#N)c(SCC(=O)O)n2)cc1 | 0.0% | 16% | 3% | -1% | i | 0.6 | -3.2% | 2% | 1.1 | 3%
O=C1N/C(=C/c2ccc(N3CCOCC3)o2)C(=O)N1c1cccc(Cl)c1 | -0.4% | 1% | 15% | 11% | . | . | -3.2% | -5% | 1.1 | 2%
Cc1nn2c(N3CCCC3)cc(C(C)C)nc2c1-c1ccccc1 | -0.7% | 13% | 20% | 3% | i | 0.9 | -7.8% | -1% | 1.1 | 11%
COc1ccc(NC(=O)Nc2ccccc2)cc1S(=O)(=O)N1CCCCC1 | -1.2% | 0% | 8% | -1% | i | 0.9 | -15% | 7% | 1.3 | 4%
COc1ccc(C2(C(=O)NCc3ccccc3Cl)CCOCC2)cc1OC | -0.3% | . | -2% | . | i | 1.1 | -4.0% | -9% | 1.1 | -5%
COc1cc(/C=N/NC(=O)c2[nH]nc3c2CCc2ccccc2-3)ccc1O | -2.8% | 10% | 17% | 15% | i | 0.5 | -6.8% | 4% | 0.3 | 0%
CCOc1ccc(CCNC(=O)Cn2c(-c3nonc3N)nc3ccccc32)cc1OCC | -1.4% | -4% | 8% | 1% | i | 0.5 | 6.5% | -6% | 1.1 | 7%
COc1cc(N=c2c([N+](=O)[O-])nn(-c3ccc4c(c3)OCCO4)n2O)cc(OC)c1 | -0.4% | -6% | 23% | 4% | . | . | -11% | 4% | 0.9 | -1%
Fc1cccc2sc(Nc3nc4cc5c(cc4s3)OCO5)nc12 | -1.7% | -5% | 13% | 8% | i | 0.4 | -9.8% | 10% | 2.7 | 7%
CCN(CC)CCOC(=O)c1ccc(NC(=O)C2(c3ccccc3)CCCC2)cc1 | 2.9% | 0% | -10% | 3% | i | 0.1 | -4.7% | -3% | 0.9 | -15%
O=C(CN1CCN(c2ccc(F)cc2)CC1)Nc1ccc(F)c(F)c1 | -1.1% | -2% | 7% | 6% | i | 0.4 | -1.0% | 1% | 1 | 1%
COc1ccc(CCN2C(=O)N(c3ccc(OC)cc3)C(=O)C2CC(=O)Nc2ccccc2)cc1 (stereo not drawn) | -1.1% | 2% | 13% | 7% | i | 0.4 | -4.0% | 0% | 1.5 | 8%
COc1ccc(NC(=O)C2CC(c3cc(OC)c(OC)c(OC)c3)=NO2)cc1OC (stereo not drawn) | 0.2% | -8% | 2% | 0% | i | 1.2 | -2.6% | -9% | 1.1 | 12%
CC(OC(=O)CCc1c[nH]c2ccccc12)C(=O)c1ccccc1 (stereo not drawn) | 1.5% | -15% | 24% | -2% | i | 0.4 | 1.4% | 0% | 1.1 | 27%
CSc1nc2ccc(NC(=O)NC(=O)c3c(F)cccc3F)cc2s1 | . | -8% | . | -7% | i | 0.4 | . | -4% | . | .
CCCOC(=O)c1sc2nc3c(cc2c1N)C(=O)CCC3 | 0.1% | 7% | 5% | 0% | i | 0.7 | -6.0% | -8% | 1.1 | 4%
C=CCn1c(Cc2ccc(OC)cc2)nnc1SCC(N)=O | -4.0% | 12% | 4% | 5% | i | 0.5 | -8.0% | -9% | 1.1 | 7%
NC(=O)c1ccc(NC(=O)c2cnc3ccccc3n2)cc1 | . | 3% | . | 10% | i | 1.0 | . | -5% | . | .
Cc1ccc(CNC(=O)CN2C(C)CCCC2C)cc1 (stereo not drawn) | -1.2% | -12% | -1% | 2% | i | 0.8 | -7.9% | 3% | 1 | -7%
CCOC(=O)C1CCCN(C(=O)CSc2ccc(Br)cc2)C1 (stereo not drawn) | -2.1% | 3% | 5% | 6% | i | 0.6 | -12% | -3% | 1.1 | 4%
O=C(CNS(=O)(=O)c1ccc(Br)s1)NCC1COc2ccccc2O1 (stereo not drawn) | -0.1% | 18% | -2% | 4% | i | 4.4 | -3.1% | -1% | 1.2 | 5%
COc1ccc(N2CCN(/C(=N\S(=O)(=O)c3ccc(C)cc3)Nc3nc(C)cc(C)n3)CC2)cc1 | 3.9% | 15% | -1% | 3% | i | 0.4 | -1.4% | -6% | 1.1 | 4%
